GLS inh = qHTS for Inhibitors of Glutaminase (GLS); GLS enzymatic activity, qHTS titration; Potency, µM (top dose mostly 45.5 µM), for the others: at the top dose activity change, negative = inhibition, most hits filed as inhibitors; Glutaminase kidney isoform, mitochondrial (Homo sapiens), O94925; AID 624170, 2012; 410,000 compounds, 0.21% hits; further: on the % scale 0 is the no-effect control and ±100 the full control effect
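hKGA in 45 mM KH2PO4 pH 8.2, 0.02% Tween-20 with pin-transferred compounds; 1 mM L-glutamine (stock) plus glutamate oxidase/HRP/Amplex Red coupling added. Fluorescence read initially and after 30 min at RT.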
JMJD2A Tudor = qHTS Assay for Inhibitors of JMJD2A-Tudor Domain; Potency, µM (highest dose often 114 µM), without a hit: at the highest dose activity change, negative = inhibition, hits mostly inhibitors; 390,000 compounds, 4.4% hits; Lysine-specific demethylase 4A (Homo sapiens), O75164; AlphaScreen JMJD2A-Tudor / H3K4me3 peptide binding; further: on the % scale 0 is the no-effect control and ±100 the full control effect; nearly all actives have a fitted effect of over 50% in size
TrxR1 inh = qHTS Assay for Inhibitors of Mammalian Selenoprotein Thioredoxin Reductase 1 (TrxR1): qHTS. recombinant rTrxR1, NADPH fluorescence consumption, selenite substrate. Potency, µM (highest dose often 114 µM), for the others: at the highest dose activity change, negative = inhibition, hits mostly inhibitors. Thioredoxin reductase 1, cytoplasmic (Rattus norvegicus), O89049. 390,000 compounds, 1% hits; further: on the % scale 0 is the no-effect control and ±100 the full control effect; nearly all actives have a fitted effect of over 65% in size
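Rat TrxR1 (90 nM in the dispensed reagent) was pre-reduced with 400 uM NADPH for 5 min at room temperature, then incubated with compound for 15 min. After 400 uM selenite was added, NADPH fluorescence (Ex 340/Em 450 nm) was followed for 8 min.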
PGK inhibitor = qHTS Assay to Find Inhibitors of Phosphoglycerate Kinase; Phosphoglycerate kinase, glycosomal (Trypanosoma brucei brucei), P07378; PGK/GAPDH coupled, Kinase-Glo luminescence, 60 min; Potency, µM (series often up to 57.5 µM), inactives show top-dose activity change, negative = inhibition, hits mostly inhibitors; 380,000 compounds, 0.043% hits; AID 602233, 2012; further: on the % scale 0 is the no-effect control and ±100 the full control effect; nearly all actives have a fitted effect of over 60% in size
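Recombinant glycosomal PGK reaction used 1,3-bisphosphoglycerate generated in-well by GAPDH (100nM final) in 100mM TEA pH 7.6, 5mM MgCl2, 0.01% Tween-20. After 60 minutes at room temperature, ATP was read by Kinase-Glo Plus luminescence end-point.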
RGS4 inh = Inhibitors of Regulator of G Protein Signaling (RGS) 4: qHTS | Regulator of G-protein signaling 4 (Homo sapiens), P49798 | Transcreener GDP fluorescence polarization, RGS4-accelerated GTP hydrolysis | Potency, µM (top dose mostly 114 µM), inactives show at the highest dose activity change, negative = inhibition, usual class: inhibitors | 390,000 compounds, 0.039% hits | AID 504845, 2011; further: on the % scale 0 is the no-effect control and ±100 the full control effect; nearly all actives have a fitted effect of over 75% in size; some results filed as inactive show a strong effect at the top dose
Target sequence (P49798 whole entry, looked up): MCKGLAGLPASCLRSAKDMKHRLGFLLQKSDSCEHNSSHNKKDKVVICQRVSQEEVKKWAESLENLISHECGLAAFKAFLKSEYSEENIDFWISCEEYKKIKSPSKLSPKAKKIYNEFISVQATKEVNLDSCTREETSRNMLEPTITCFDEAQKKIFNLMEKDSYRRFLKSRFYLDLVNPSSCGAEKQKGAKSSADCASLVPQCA
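MLSMR compounds (23 nl, pin-transferred) preincubated 10 min at room temperature with a 500nM (2x) first reagent, then RGS4 at 900nM (2x) plus Transcreener GDP mix added; fluorescence polarization (620/688 nm) read before and after 90 min at 30 °C.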
ERG Ets-DNA blk = qHTS for Small Molecule Inhibitors of the ERG Ets/DNA interaction; fluorescence polarization, His-ERG Ets domain / labelled DNA; Potency, µM (highest dose often 76.9 µM), without a hit: at the top dose FP activity, negative = inhibition, most hits filed as inhibitors; 370,000 compounds, 0.028% hits; AID 624246, 2012; active means well fitted inhibition curve with a large enough effect in the polarisation, with a control signal flat; inconclusive means small, poorly fitted or top-dose-only effect, or effect the other way, or a change in a side signal; inactive means no such curve, though single readings can be large or run the other way; the % refers to the polarisation;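 further: polarization taken with two DNA probes labelled with fluorescein and Texas red; % of control where 0% means no effect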
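His-tagged ERG Ets domain (1 uM in the protein solution; 300mM KCl, 50mM Tris-HCl, 1mM EDTA, 1mM DTT, pH 7.5) received compound, then a probe mix of 5 nM fluorescein-DNA and 100nM Texas-615-DNA. Fluorescence polarization was read for both dyes.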
Pin1 inhibitor = qHTS Assay to Find Inhibitors of Pin1; Peptidyl-prolyl cis-trans isomerase NIMA-interacting 1 (Homo sapiens), Q13526; Pin1 FP peptide displacement, HiFluor488, 10 min; Potency, µM (series often up to 115 µM), without a hit: top-dose activity, negative = inhibition, hits mostly inhibitors; 390,000 compounds, 0.009% hits; AID 504891, 2011; active means well fitted inhibition curve with a large enough effect in the polarisation, with a control signal flat, not every such curve was filed as active; inconclusive means small, poorly fitted or top-dose-only effect, or effect the other way, or a change in a side signal; inactive means no such curve, though single readings can be large or run the other way; the % refers to the polarisation; further: on the % scale 0 is the no-effect control and ±100 the full control effect
Target sequence (Q13526 whole entry, looked up): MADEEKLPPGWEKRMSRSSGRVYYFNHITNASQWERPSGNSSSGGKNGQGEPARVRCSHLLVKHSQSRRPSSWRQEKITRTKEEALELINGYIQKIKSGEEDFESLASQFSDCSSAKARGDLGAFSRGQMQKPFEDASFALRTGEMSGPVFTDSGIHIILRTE
12-LOX inh = Primary qHTS assay for inhibitors of human arachidonate 12S-lipoxygenase (ALOX12): Round 2; purified 12hLO, xylenol orange hydroperoxide absorbance; Potency, µM (series often up to 108 µM), for inactives: at the top dose activity change, negative = inhibition, usual class: inhibitors; 580,000 compounds, 1.1% hits; AID 1671190, 2021; further: on the % scale 0 is the no-effect control and ±100 the full control effect
Target sequence (P18054 whole entry, looked up): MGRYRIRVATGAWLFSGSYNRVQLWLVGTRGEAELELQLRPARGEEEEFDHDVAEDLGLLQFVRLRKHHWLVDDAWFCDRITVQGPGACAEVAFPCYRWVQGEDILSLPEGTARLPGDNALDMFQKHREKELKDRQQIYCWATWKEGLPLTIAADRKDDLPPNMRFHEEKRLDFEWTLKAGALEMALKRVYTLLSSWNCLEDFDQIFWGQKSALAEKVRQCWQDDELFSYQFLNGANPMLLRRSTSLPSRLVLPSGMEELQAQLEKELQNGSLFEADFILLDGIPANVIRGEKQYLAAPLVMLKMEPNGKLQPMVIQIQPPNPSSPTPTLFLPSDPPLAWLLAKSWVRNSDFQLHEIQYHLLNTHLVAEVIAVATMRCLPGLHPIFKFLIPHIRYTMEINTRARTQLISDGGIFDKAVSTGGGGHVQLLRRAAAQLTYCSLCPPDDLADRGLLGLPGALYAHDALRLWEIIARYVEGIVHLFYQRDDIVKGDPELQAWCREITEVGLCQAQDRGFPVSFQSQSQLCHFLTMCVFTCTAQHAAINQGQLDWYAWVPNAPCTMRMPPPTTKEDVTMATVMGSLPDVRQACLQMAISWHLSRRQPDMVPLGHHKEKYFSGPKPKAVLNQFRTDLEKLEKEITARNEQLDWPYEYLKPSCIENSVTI
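Purified human 12hLO (150 nM final) in 25 mM Hepes, 0.01% Triton X-100, pH 7.0 was preincubated 15 min at room temperature with compound. Then 40 uM arachidonic acid was added, 30 min. Hydroperoxide was read by Fe-XO absorbance ratio 573/405 nm.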
HP1b chromo inh = HTS for Inhibitors of HP1-beta Chromodomain Interactions with Methylated Histone Tails; Chromobox protein homolog 1 (Homo sapiens), P83916; AlphaScreen HP1-beta / biotin-H3K9me3 peptide binding; Potency, µM (doses to about 114 µM), for inactives: at the highest dose activity change, negative = inhibition, usual class: inhibitors; 390,000 compounds, 0.56% hits; AID 540317, 2011; further: nearly all actives have a fitted effect of over 70% in size; inactives centre near 23
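Compound inhibition of the preformed complex between 50 nM HP1-beta and 50 nM biotinylated H3K9me3 peptide was read by AlphaScreen. Buffer was PBS pH 7.4 with 0.01% Tween-20. Incubations ran 30 min at room temperature, with 10 ug/mL donor/acceptor beads.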
Starred values were filed as active, the others as inactive; i = inactive; u = inconclusive; x = no result given; & = joins results of further samples; [ ] = remark or other dose. Unless noted, the call rests on the fitted dose curve; in most records, active means well fitted curve in the direction sought with a large enough effect; inconclusive means small, poorly fitted or top-dose-only effect, or another doubt; inactive means no such curve, though single readings can be large; an effect the other way counts as inactive or inconclusive. Potency means the concentration at half of the fitted maximal effect. A portion of the library; the hit share may differ from the screen's.

SMILES	GLS inh	JMJD2A Tudor	TrxR1 inh	PGK inhibitor	RGS4 inh	ERG Ets-DNA blk	Pin1 inhibitor	12-LOX inh	HP1b chromo inh
O=C(Nc1c2c(nc3ccccc13)CCCC2)c1ccccc1F	-10%	-26%	12%[57.1 µM]	-1%	-29%	11%	17%	-7%	45%[activator]
CCOC(=O)c1ccn(-c2nc(-c3cccc(OC)c3)cc(C(F)(F)F)n2)n1	-5%	-1%	52%[activator]	-4%	13%	12%	u	-7%	43%[activator]
CCOc1ccc2[nH]c(C(=O)N/N=C/c3ccccc3OC)cc2c1	-17%	-28%	8%[57.1 µM]	-3%	8%	2%	6%	6%	-5%
COc1ccc(-c2nn(-c3ccccc3)cc2/C=N/N=C(N)N)cc1OC	4%	u	4%	1%	-13%	x	7%	u	-12%
CCOC(=O)C1=C(C)N(CCCC(=O)O)C(=O)NC1c1ccc([N+](=O)[O-])cc1 (centres undefined)	-4%	-9%	11%	-1%	3%	-1%	-10%	1%	37%
O=C(CCCOc1ccccc1)Nc1cccnc1	-9%	1%[11.4 µM]	-14%[11.4 µM]	5%	-5%[11.4 µM]	-2%	-3%	57%[activator][57.4 µM]	59%[activator]
COc1cc(/C=C2\C(=O)NN(c3ccccc3)C2=O)cc([N+](=O)[O-])c1O	-10%	89µM*	-42%	-13%	-27%	-1%	x	u	u
O=C(/C=C/CCc1ccc2c(c1)OCO2)N1CCCCC1	-1%	-3%	-7%	9%	5%	0%	-1%	-3%	38%
COc1cc(OC)c(Nc2c3c(nc4nc(-c5cccs5)nn24)CCCC3)cc1Cl	2%	-6%	6%[57.1 µM]	-9%	-43%	0%	25%	-13%	30%[57 µM]
COc1cccc(-c2nc(S(=O)(=O)c3ccc(C)cc3)c(NCc3ccccc3)o2)c1	-6%	-30%	8%	x	-14%	1%	u	u	76%[activator]

Looked up above.
Entry for O=C(/C=C/CCc1ccc2c(c1)OCO2)N1CCCCC1 under JMJD2A Tudor: -3%
Entry for COc1cc(OC)c(Nc2c3c(nc4nc(-c5cccs5)nn24)CCCC3)cc1Cl under Pin1 inhibitor: 25%

More results:
SMILES	GLS inh	JMJD2A Tudor	TrxR1 inh	PGK inhibitor	RGS4 inh	ERG Ets-DNA blk	Pin1 inhibitor	12-LOX inh	HP1b chromo inh
CC(=O)c1c(C)[nH]c(C(=O)NCc2cccs2)c1C	7%	-15%	7%[57.1 µM]	-6%	-23%	0%	5%	0%	11%
CCc1cc(C(=O)O)c(NC(=O)C(c2ccccc2)c2ccccc2)s1	13%	-11%	-4%[57.1 µM]	9%	3%	9%	u	-25%	27%
O=C(CSCc1cnn(-c2ccccc2)c1-n1cccc1)NCc1ccccc1F	-12%	-7%	7%	i	0%	0%	23%	-22%	31%
NC(=O)C1CCN(c2nc(-c3cc4ccccc4o3)cs2)CC1	2%	-29%	-1%	-9%	-29%	x	14%	u	-4%
CN(C)c1ccc(NC(=O)C(=O)C2C(=O)Nc3ccccc32)cc1 (centres undefined)	16%	-25%	-11%	-1%	-10%	10%	10%	18%	21%
COc1cc(Cl)c(C)cc1NC(=O)CC1SC(N2CCOCC2)=NC1=O (centres undefined)	2%	-8%	8%	-9%	-1%	5%	2%	329%[activator]	20%
CCN(CC)C(=O)/C(NC(=O)c1ccccc1)=C(/Sc1ncccn1)c1ccccc1	0%	-6%	-10%	-1%	-12%	4%	0%	26%	22%
COc1cccc(C2c3cc4c(cc3OC(C)(N3CCCC3)C2C)OCO4)c1O (centres undefined)	24%	u	6%[11.4 µM]	-9%	-10%	5%	-6%	u	-28%
CC(C)C(=O)Nc1cccc(C(=O)Nc2nnc(C(C)C)s2)c1	-8%	0%	0%	-7%	-3%	-8%	-11%	-7%	41%[activator]
CCO[C@@H]1OC(C(=O)N2CCN(Cc3ccccc3)CC2)=C[C@H](c2ccc(C(F)(F)F)cc2)[C@H]1CCCO	3%	-25%	2%	-2%	3%	-11%	2%	0%	42%
COc1ccc(Nc2ncnc3c2c(C)c(C)n3CCO)cc1	10%	-19%	28%	i	15%	4%	-8%	0%	23%
COc1cccc(NC(=O)C2CCCN(S(=O)(=O)c3c(C)nn(C)c3C)C2)c1 (centres undefined)	8%	-14%	-9%	4%	18%	-1%	-2%	-22%	29%
O=C(NCc1ccccc1)C(c1ccc(F)cc1)N(C(=O)c1csnn1)C1CCCC1 (centres undefined)	-2%	4%	17%[57.1 µM]	-5%	-30%	3%	4%	-3%	12%
COc1ccc(CC(=O)Nc2c(C(=O)N3CCN(c4ccccc4OC)CC3)oc3ccccc23)cc1OC	16%	u	19%	i	-5%	0%	11%	14%	9%
CCOc1ccc(OCC)c(NC(=O)CCS(=O)(=O)c2ccc(Br)s2)c1	1%	-27%[57.1 µM]	15%	-6%	7%	4%	u	0%	28%
COc1ccc(C(=O)ON=C2CCN(C)CC2)cc1	0%	-14%	15%	-1%	-5%	-12%	1%	-1%	25%
Clc1ccc2[nH]c3c(c2c1)CNCC3	4%	-28%	3%	7%	-3%	1%	0%	159%[activator]	-9%
CCOC(=O)N1CCN(C(=O)c2cnn(-c3cccc(F)c3)c2-n2cccc2)CC1	1%	-11%	5%[57.1 µM]	7%	16%	-1%	-7%	-22%	24%
CN(C)CCNC(=O)C1(O)c2cc(Br)ccc2NC(=O)N1c1ccc(Cl)cc1 (centres undefined)	5%	-8%	u	-6%	-18%[56.9 µM]	-8%	4%	u	63%[activator]
Cc1c(OCC(=O)NCCN2CCOCC2)ccc2c1oc(=O)c1ccccc12	1%	-20%	9%	-6%	3%	7%	-4%	0%	26%

Ordered by the number under RGS4 inh (smallest number first): four from the list above.
SMILES	GLS inh	JMJD2A Tudor	TrxR1 inh	PGK inhibitor	RGS4 inh	ERG Ets-DNA blk	Pin1 inhibitor	12-LOX inh	HP1b chromo inh
COc1ccc(C(=O)ON=C2CCN(C)CC2)cc1	0%	-14%	15%	-1%	-5%	-12%	1%	-1%	25%
Cc1c(OCC(=O)NCCN2CCOCC2)ccc2c1oc(=O)c1ccccc12	1%	-20%	9%	-6%	3%	7%	-4%	0%	26%
CCOc1ccc(OCC)c(NC(=O)CCS(=O)(=O)c2ccc(Br)s2)c1	1%	-27%[57.1 µM]	15%	-6%	7%	4%	u	0%	28%
CCOC(=O)N1CCN(C(=O)c2cnn(-c3cccc(F)c3)c2-n2cccc2)CC1	1%	-11%	5%[57.1 µM]	7%	16%	-1%	-7%	-22%	24%

Next part.
SMILES	GLS inh	JMJD2A Tudor	TrxR1 inh	PGK inhibitor	RGS4 inh	ERG Ets-DNA blk	Pin1 inhibitor	12-LOX inh	HP1b chromo inh
Cc1ccc(CN(Cc2ccco2)C(=O)c2ccc(Cl)cc2Cl)cc1	6%	1%	6%	i	-19%	-4%	2%	-25%	25%
CCc1cccc(C)c1NC(=O)CSc1nc2ccncc2[nH]1	0%&2%	-10%&-10%	5%&-23%	20%	-12%&2%	-5%&3%	-2%&-3%	1%&0%	42%&31%[activator]
Cc1ccc(NC(=O)CSc2nnc(C3CC3)n2N)cc1S(=O)(=O)N1CCOCC1	-8%	4%	19%[57.1 µM]	3%	-25%	-1%	2%	0%	27%
CCN(CC)CCNC(=O)c1sc2nc(-c3ccccc3)cn2c1C	2%	-7%	10%[57.1 µM]	0%	-3%	7%	4%	-8%	20%
CC(=O)C1C(=O)CC(C)(O)C(C(C)=O)C1c1ccc(N(C)C)cc1 (centres undefined)	37%[activator]	-3%	-2%[57.1 µM]	-2%	-15%	0%	0%	0%	25%
Cc1ccc(CSc2nc3sc(C)c(C)c3c(=O)n2Cc2ccco2)cc1	x	-1%	-4%	-7%	4%	2%	-8%	-30%	33%[activator]
Cc1ccc(N)c(C(=O)CCCCC(=O)O)c1	2%	-8%	-5%	0%	-21%	-2%	-5%	-2%	40%
CC(=O)Nc1ccc(S(=O)(=O)N(CCc2ccccc2)CC(=O)N/N=C/c2ccc(C(=O)O)cc2)cc1	-10%	-3%	-10%	i	-28%	-10%	4%	-10%	47%[activator]
CN1CCN(C(=O)CN(c2cccc(Cl)c2)S(=O)(=O)c2ccccc2)CC1	-8%	1%	0%[57.1 µM]	-1%	8%	0%	4%	0%	38%
C/C=C/Cn1c(N(C)Cc2ccccc2)nc2c1c(=O)[nH]c(=O)n2C	2%	-18%	3%	-6%	3%	8%	1%	17%	20%
